Screens deposited in PubChem by several laboratories.
HIV peptide binding: inhibitors of HIV fusion peptide binding, primary screen, biochemical, uHTS, fluorescence dequenching (AID 1986). inhibition, % at 20 µM, or IC50 in µM where a hit was titrated. cell-free peptide binding, fluorescence dequenching, 30 min; higher % means a stronger effect. hit rate 0.3% among 290,000; in the data active = inhibition mostly above about 52%, no sharp cut-off; inactive = mostly below about 76%; note: some results filed as inactive read as strong as hits
KOR beta-arrestin-1: kappa opioid receptor blockers – cell-based, luminescence, uHTS (AID 1778); KOR beta-arrestin recruitment, luminescence, antagonist mode; higher % means a stronger effect; one-dose inhibition, % at 10 µM; IC50 in µM for titrated hits; hit rate 0.091% among 290,000; in the data active = inhibition above about 50%; note: strong numbers were not always called active
NOD1 inhibition: inhibition of NOD1-driven NF-kB reporter – cell-based, luminescence, uHTS, primary screen (AID 1578); NOD1-driven NF-kB luciferase reporter cells, luminescence; higher % means a stronger effect; hit rate 1% among 290,000; inhibition, % at 4 µM; hits with a dose series show EC50 in µM; in the data active = inhibition mostly above about 36%, no sharp cut-off; inactive = mostly below about 34%;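 note: HEK-293T reporter cells stimulated with the NOD1 agonist gamma-tri-DAP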
KOR beta-arrestin-2: kappa opioid receptor activators – cell-based, luminescence, uHTS, primary screen (AID 1777); KOR beta-arrestin recruitment, luminescence; higher % means a stronger effect; one-dose activation, % at 10 µM; EC50 in µM for titrated hits; hit rate 0.02% among 280,000; in the data active = activation above about 50%, passing the limit was not always enough; note: a part of the inactive calls stands beside numbers as strong as those of hits
GPR55 antagonists: GPR55 antagonists blocking LPI-driven arrestin recruitment, primary screen, imaging, U2OS, beta-arrestin-GFP, LPI agonist (AID 2013) | U2OS GPR55 beta-arrestin-GFP translocation imaging, LPI antagonism; higher % means a stronger effect | inhibition, % at 10 µM, or IC50 in µM where a hit was titrated | hit rate 0.13% among 290,000;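 active = spots per cell inhibited over 60%, with over 100 cells counted and total cytoplasm intensity under 500,000; inconclusive = wells with under 100 cells, flagged as likely toxic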;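 note: U2OS cells stably carrying GPR55 and arrestin-GFP stimulated by 5 µM LPI near EC80; imaged beta-arrestin-GFP aggregate spots per cell after agonist stimulation; plate controls were LPI-stimulated DMSO wells for no effect and DMSO wells without LPI for full effect; some results filed as inactive read as strong as hits; confirmed hits need IC50 under 10 µM and bright autofluorescent wells are also inconclusive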
GPR35 antagonists: GPR35 antagonists blocking zaprinast-driven arrestin recruitment, primary screen, imaging, U2OS, beta-arrestin-GFP, zaprinast agonist (AID 2058). U2OS GPR35 beta-arrestin-GFP translocation imaging, zaprinast antagonism; higher % means a stronger effect. inhibition, % at 10 µM; hits with a dose series show IC50 in µM. hit rate 0.052% among 290,000;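 active = inhibition of at least 50% with at least 30 cells and total cytoplasm GFP at most 10,000,000; inconclusive = under 30 cells or total GFP of 10,000,000 plus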
GPR55 activation: selective activators of receptor GPR55 – imaging, U2OS cells, beta-arrestin-GFP redistribution, primary screen (AID 1961). U2OS GPR55 beta-arrestin-GFP redistribution imaging; higher % means a stronger effect. activation, % at 10 µM, or EC50 in µM where a hit was titrated. hit rate 0.048% among 290,000;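 active = activation above 40% with more than 50 cells counted in the well; inconclusive = wells holding fewer than 50 cells, flagged as toxic or sparse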;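 note: U2OS osteosarcoma cells stably expressing GPR55 and beta-arrestin-GFP; plate controls were DMSO negative control for no effect and LPI positive control for full effect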
Dengue-2 NS5 capping: Dengue-2 NS5 methyltransferase inhibitors, primary screen, biochemical, confirmation dose response (AID 588689) | Dengue-2 NS5 methyltransferase capping enzyme assay, biochemical; higher % means a stronger effect | inhibition, % at 25 µM, or IC50 in µM where a hit was titrated | hit rate 0.3% among 340,000; in the data active = a potency from the dose series; inconclusive = inhibition above about 29% without an active follow-up result
West Nile antiviral: inhibition of WNV-induced cytopathic effect – cell-based, CPE readout (AID 1621); West Nile virus-infected cells, CPE inhibition; higher % means a stronger effect; CPE inhibition, % at 10 µM, or IC50 in µM where a hit was titrated; hit rate 0.02% among 290,000; in the data active = a potency from the dose series; inconclusive = CPE inhibition mostly from about 3.7% at the one dose, without a potency; inactive = the rest, 99 in 100 with CPE inhibition below about 2.2%; note: strong numbers were not always called active
Dengue-2 NS5 capping pilot replicate: recorded beside Dengue-2 NS5 capping, whose call it bears; inhibition, %; measured here: pilot screen replicate inhibition
Numbers without * were called inactive; ? = inconclusive; . = not tested or not shown; [ ] = remark or other dose.

Sample of the layout:
SMILES	HIV peptide binding	KOR beta-arrestin-1	NOD1 inhibition	KOR beta-arrestin-2	GPR55 antagonists	GPR35 antagonists	GPR55 activation	Dengue-2 NS5 capping	West Nile antiviral	others
CCS(=O)(=O)c1ccc(-c2csc(-c3ccc(Cl)cc3)n2)c(Cl)c1Cl	-0.1%	-25%	-30%	1.2%	5.5µM*	-4%	-0.3%	-8%	-0.2%
CCN(CC)S(=O)(=O)c1ccc2c(c1)nc(SCc1nc3ccsc3c(=O)[nH]1)n2CC	-1.6%	-17%	1%	1.6%	-4%	1%	0.4%	0%	?
CCOC(=O)C(C(=O)Nc1nc2ccccc2s1)C1CCCCC1 (stereo unspecified)	5.2%	30%	3%	8.8%	17%	3%	0.4%	7%	-1.5%
CC(C)(C)CC(=O)Nc1ccc(S(=O)(=O)N2CCCC2)cc1	-1.7%	-1%	.	-4.4%	8%	18%	-0.1%	-10%	-0.1%

The listing, from the start:
SMILES	HIV peptide binding	KOR beta-arrestin-1	NOD1 inhibition	KOR beta-arrestin-2	GPR55 antagonists	GPR35 antagonists	GPR55 activation	Dengue-2 NS5 capping	West Nile antiviral	others
CCS(=O)(=O)c1ccc(-c2csc(-c3ccc(Cl)cc3)n2)c(Cl)c1Cl	-0.1%	-25%	-30%	1.2%	5.5µM*	-4%	-0.3%	-8%	-0.2%
CCN(CC)S(=O)(=O)c1ccc2c(c1)nc(SCc1nc3ccsc3c(=O)[nH]1)n2CC	-1.6%	-17%	1%	1.6%	-4%	1%	0.4%	0%	?
CCOC(=O)C(C(=O)Nc1nc2ccccc2s1)C1CCCCC1 (stereo unspecified)	5.2%	30%	3%	8.8%	17%	3%	0.4%	7%	-1.5%
CC(C)(C)CC(=O)Nc1ccc(S(=O)(=O)N2CCCC2)cc1	-1.7%	-1%	.	-4.4%	8%	18%	-0.1%	-10%	-0.1%
Cn1nc(C(F)(F)F)c2cc(NC(=O)OCC(C)(C)C)sc21	1.2%	-29%	-2%	5.1%	2%	4%	-0.1%	-4%	-0.5%
CCSc1nnc(NC(=O)[C@@H](NC(=O)c2ccccc2F)C(C)C)s1	2.9%	23%	-35%	-1.6%	12%	-2%	-0.3%	-1%	-0.6%
O=C(NCCCN1CCN(Cc2ccccc2)CC1)c1nnc(Cc2c(F)cccc2Cl)o1	1.0%	20%	-13%	6.7%	-26%	2%	-0.3%	-1%	-0.7%	Dengue-2 NS5 capping pilot replicate=1.8
COc1ccc(/C=N\NC(=O)c2sc(N)nc2C)cc1OC	-0.4%	12%	3%	-2.4%	-4%	-5%	0.0%	-4%	0.7%
N#CC1=C(N)OC2=C(C(=O)CCC2)C1c1ccncc1 (stereo unspecified)	-1.0%	-4%	10%	-6.7%	-5%	-6%	0.2%	-5%	0.6%
O=C(CCC1CCCCC1)NNC(=O)NC12CC3CC(CC(C3)C1)C2	-1.9%	-13%	32%	-3.3%	-6%	26%	0.0%	-1%	-0.5%
Cc1csc(SC(C)C(=O)NCc2ccc3c(c2)OCO3)n1 (stereo unspecified)	0.2%	-26%	-37%	3.9%	1%	-10%	0.6%	-5%	-0.2%
S=c1[nH]nc(-c2cccnc2)n1/N=C/c1ccc(Br)s1	-0.9%	28%	0%	1.3%	0%	12%	-0.3%	-1%	-0.6%
CC1Sc2ccc(S(=O)(=O)CCC(=O)NCc3ccccc3Cl)cc2NC1=O (stereo unspecified)	-0.4%	-7%	-25%	-3.2%	3%	-10%	-0.2%	-1%	0.0%
COc1cc(/C=C2\SC(=S)N(CC(=O)Nc3ccccn3)C2=O)cc(OC)c1OC	11%	-2%	-7%	2.0%	6%	-5%	-0.2%	-11%	-0.8%
O=S(=O)(Cc1ccccc1)N1CCCC1	2.4%	2%	-16%	-0.7%	-3%	-8%	-0.2%	-6%	0.0%
COc1ccc2c(c1)c1ccc3c(c1n2C)C(=O)C=CC3=O	-4.1%	39%	0%	2.5%	3%	-2%	-0.1%	6%	-1.0%
Cc1nnc(SCC(=O)NCc2ccccc2)n1-c1ccccc1	-1.4%	10%	-15%	-0.2%	-4%	25%	-0.1%	-6%	0.0%
CCC1=[N+](CC(=O)c2ccc(C)cc2)CCn2c(C)ccc21	8.0%	10%	-37%	2.7%	-3%	13%	-0.2%	-3%	-0.2%
Cc1nc2c(o1)CCc1ccccc1C2O (stereo unspecified)	0.9%	-3%	-3%	0.2%	6%	-5%	-0.2%	-5%	-0.2%
CC(=O)/C(=N\Nc1ccccc1)Sc1nnc(-c2ccccc2)n1-c1ccccc1	-1.0%	5%	9%	10%	-6%	-14%	1.1%	-6%	-0.8%

Filtered by structure: those above with an NH in an aromatic ring
SMILES	HIV peptide binding	KOR beta-arrestin-1	NOD1 inhibition	KOR beta-arrestin-2	GPR55 antagonists	GPR35 antagonists	GPR55 activation	Dengue-2 NS5 capping	West Nile antiviral	others
CCN(CC)S(=O)(=O)c1ccc2c(c1)nc(SCc1nc3ccsc3c(=O)[nH]1)n2CC	-1.6%	-17%	1%	1.6%	-4%	1%	0.4%	0%	?
S=c1[nH]nc(-c2cccnc2)n1/N=C/c1ccc(Br)s1	-0.9%	28%	0%	1.3%	0%	12%	-0.3%	-1%	-0.6%

Later entries
SMILES	HIV peptide binding	KOR beta-arrestin-1	NOD1 inhibition	KOR beta-arrestin-2	GPR55 antagonists	GPR35 antagonists	GPR55 activation	Dengue-2 NS5 capping	West Nile antiviral	others
O=[N+]([O-])c1nn(-c2cccc(Cl)c2)n(O)c1=NCc1cccnc1	-2.1%	34%	-19%	-0.7%	4%	8%	-0.4%	2%	-0.8%
CC(=O)NCCCc1nc2ccccc2n1Cc1c(F)cccc1Cl	-1.3%	7%	-10%	6.4%	0%	1%	0.1%	-13%	-0.5%
COc1ccc([N+](=O)[O-])cc1NC(=O)c1ccc(N(Cc2ccccc2C)S(C)(=O)=O)cc1	1.9%	24%	-35%	0.2%	3%	-18%	0.3%	2%	-0.4%
O=C(CCCOc1ccccc1)N1CCN(c2ccccc2)CC1	2.9%	-19%	-67%	-5.4%	8%	-27%	0.3%	5%	-0.2%
COCCn1c(SCC(=O)c2ccc(CNC(C)=O)o2)nc2ccccc2c1=O	-0.1%	18%	-3%	-0.2%	8%	-1%	-0.3%	-2%	-0.5%
Cc1nnc(NC(=O)c2ccc(S(=O)(=O)N3CC(C)CC(C)C3)cc2)o1 (stereo unspecified)	3.6%	-5%	-32%	-3.0%	5%	-3%	-0.1%	-10%	-0.5%
CN(CC(=O)NCc1ccncc1)S(=O)(=O)c1ccccc1	-1.3%	14%	6%	-3.1%	-15%	-8%	-0.1%	-4%	-0.3%
COc1ccc(OC)c(NS(=O)(=O)c2ccc(NC(=O)C3COc4ccccc4O3)cc2)c1 (stereo unspecified)	2.1%	-14%	9%	9.4%	-14%	-21%	-0.1%	2%	-0.6%
Cc1c(C(=O)OC(C)CCN(C)C)oc2ccccc12 (stereo unspecified)	1.1%	8%	14%	-0.6%	16%	5%	0.3%	1%	0.7%
Cc1ccc(NC(=O)c2ccc(=O)[nH]c2)cc1S(=O)(=O)N1CCCCC1	-3.0%	24%	4%	.	-4%	1%	-0.1%	-10%	0.8%
COc1ccc(CNC(=O)C2CCCN2S(=O)(=O)c2ccccc2)cc1 (stereo unspecified)	1.6%	16%	-8%	1.4%	-11%	23%	-0.3%	1%	-0.3%
COc1ccc(Cl)cc1C(=O)Nc1ccc(Br)c(C)n1	1.1%	-207%[20 µM]	-28%	38%	6%	28%	0.3%	-3%	0.3%
CCS(=O)(=O)c1ccc(O)c(NC(=O)c2cc(OC)c(OC)c(OC)c2)c1	-1.1%	18%	-9%	-7.0%	-13%	-1%	-0.2%	-6%	0.0%
COC(=O)c1nc2cc(C)ccn2c1F	3.2%	4%	-12%	-3.8%	4%	17%	-0.1%	-3%	0.2%
O=C(Nc1cccc(S(=O)(=O)c2cccc(NC(=O)C3CC3)c2)c1)C1CC1	1.1%	24%	15%	-1.3%	-9%	-12%	-0.1%	-1%	-0.2%
CCOC(=O)C(CC(=O)Nc1nc(C(C)=O)c(C)s1)C(C)c1ccccc1 (stereo unspecified)	-1.3%	-45%	1%	6.5%	2%	-4%	-0.1%	5%	0.4%
O=C(N/N=C1\CC(c2ccccc2)Oc2ccccc21)c1ccccn1 (stereo unspecified)	3.3%	-2%	-38%	-7.9%	18%	2%	0.1%	-4%	-0.5%
COc1ccc(C(=O)NCC(=O)NCC2COc3ccccc3O2)cc1 (stereo unspecified)	0.5%	-14%	-12%	5.9%	5%	-9%	0.0%	7%	0.1%
CCCC1CC(C)(c2csc(Nc3ccc(OCC)cc3)n2)OC1=O (stereo unspecified)	5.0%	-26%	34%	9.6%	9%	-7%	0.1%	-3%	-0.3%
C#CCO[C@@H]1C[C@H](n2ccc(NC(=O)c3ccccc3)nc2=O)O[C@@H]1CO	0.3%	-26%	1%	1.9%	-6%	5%	0.4%	-2%	0.2%
Cc1cc(C)n2nc(SCc3cc(=O)oc4cc(O)ccc34)nc2n1	9.0%	-12%	-13%	-6.5%	-5%	8%	0.3%	.	0.5%
Cc1c(Cl)cccc1NC(=O)c1ncn[nH]1	-1.8%	20%	2%	1.1%	8%	-1%	-0.1%	-1%	0.2%
O=C(c1ccco1)N1CCN(c2nc3ccccc3n3nnnc23)CC1	7.0%	-35%	-26%	-1.7%	13%	-1%	-0.2%	15%	-0.2%
Cc1ccc(OCC(=O)NNC(=O)C(C)Sc2ncnc3sc(C)c(C)c23)cc1 (stereo unspecified)	-3.7%	-19%	29%	-6.5%	2%	22%	-0.4%	0%	-0.4%
Oc1ccc2[nH]ccc2c1	-1.3%	-4%	0%	-0.5%	10%	-19%	0.2%	1%	0.1%
COC(=O)c1sc(-c2ccccc2)cc1NC(=O)C1CC1	-1.2%	-2%	34%	2.4%	9%	-17%	0.6%	-5%	-0.5%
O=C(c1cccc(F)c1)N1CCN(C(=O)C2CC2)CC1	0.8%	10%	1%	-0.1%	9%	-6%	0.0%	6%	-0.2%
COc1ccc(N(CC(=O)NCc2ccccc2Cl)S(=O)(=O)c2c(C)noc2C)cc1	0.7%	18%	-6%	4.5%	20%	-8%	-0.1%	-8%	-0.1%
NC(=O)C1CCN(C(=O)C(=O)c2cn(CC(=O)N3CCCC3)c3ccccc23)CC1	-1.2%	1%	-12%	1.7%	8%	1%	0.3%	-7%	0.7%
CCOc1ccccc1C(C(=O)NC1CCCC1)N(C(=O)c1csnn1)C1CC1 (stereo unspecified)	1.9%	-5%	-38%	-1.3%	2%	3%	-0.3%	-8%	-0.8%
CCOCCn1c(N2CCN(c3ccccc3)CC2)nc2c1c(=O)n(C)c(=O)n2C	-1.5%	13%	-5%	-0.4%	5%	6%	0.1%	-2%	-1.1%

This is a subset; rates above refer to the full screens.
